Rab7 wt modul – modulators of GTP binding to Rab7, primary screen, biochemical, wildtype, multiplex bead flow cytometry; Rab7 GTPase wild type (dog), Bodipy-FL-GTP binding; GST-Rab7 beads, fluorescent GTP binding; actives lie on both sides; untreated = 100%, excess cold GTP = 0%; GTP binding activity (percent of control), % at 10 µM; actives 0.055% (n = 190,000);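 active means fluorescent GTP binding to Rab7 beads changed by at least 20 points from the 100% baseline, either direction, mostly lower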;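 further: median green fluorescence of bound Bodipy-FL-GTP per Rab7 bead population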
Rac1 mut GTP – GTP binding modulators of activated mutant Rac1, primary screen, biochemical, bead-based flow cytometry, multiplex, fluorescent GTP; actives 0.11% (n = 190,000); Ras-related C3 botulinum toxin substrate 1 (Homo sapiens), P63000; percent activity (GTP binding), % at 10 µM; GST-Rac1 activated beads; actives lie on both sides; 100% means binding = to untreated wells;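 active means GTP binding at least 20 percentage points away from the 100% baseline, in either direction, so actives lie on both sides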
Avidin bead fluor – green autofluorescence of compounds with avidin beads – biophysical, 488/530 nm, flow cytometry, artefact control, profiling panel. compound fluorescence 488/530 nm; active compounds read high. actives 0.38% (n = 220,000). fluorescence (KMESF) at 10 µM. AID 1775, 2009; in the data active means fluorescence above about 47; further: inactives centre near 10
ABCB1 inh – ABCB1 efflux pump inhibitors, primary screen, cell-based, multiplex, flow cytometry, ABCG2 counter-screen; CCRF-Adr cells, JC-1 efflux; inhibition, % at 6.6 µM; actives 0.067% (n = 190,000); AID 1326, 2008; in the data active means inhibition above about 40%;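 further: 0% = vehicle and 100% = reference inhibitor; higher value means more JC-1 retained so stronger ABCB1 efflux block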
Pf gametocyte – late stage P. falciparum gametocyte viability inhibitors, primary screen, ATP luminescence, HTS | P. falciparum stage V gametocytes, 24 h | inhibition, % at 10.9 µM | actives 0.065% (n = 150,000);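 active means inhibition above the mean plus 3 SD of compounds within the control limits, set per campaign, cut at about 38% in these data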;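 further: 0% = DMSO wells and 100% = medium only without gametocytes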
Cdc42 wt – modulators of GTP binding to wildtype Cdc42, primary screen, biochemical, multiplex bead flow cytometry, Bodipy-GTP; GST-Cdc42 beads; actives lie on both sides; percent activity (GTP binding), % at 10 µM; actives 0.2% (n = 190,000); AID 761, 2007;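 active means percent activity GTP binding at least 20 points away from the 100% baseline, either down as inhibitor or up as activator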;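 further: median bead fluorescence of bound Bodipy-FL-GTP at 100 nM; 0% = excess unlabeled GTP control and 100% = no compound control; below 100% means less GTP binding so inhibitor and above means activator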
Target sequence (P60953 whole entry, looked up): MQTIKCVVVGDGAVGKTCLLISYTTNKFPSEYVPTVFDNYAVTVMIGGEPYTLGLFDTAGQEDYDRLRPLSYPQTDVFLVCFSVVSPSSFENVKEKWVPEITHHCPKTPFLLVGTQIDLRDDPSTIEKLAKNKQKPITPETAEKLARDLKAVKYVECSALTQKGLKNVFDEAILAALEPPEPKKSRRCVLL
HRas wt GTP – modulators of GTP binding to HRas wildtype, primary screen, biochemical, bead-based flow cytometry, multiplex; GTPase HRas (Homo sapiens), P01112; GST-Ras wt beads, Bodipy-FL-GTP binding; actives lie on both sides; GTP binding activity, % at 10 µM; actives 0.14% (n = 190,000); AID 759, 2007;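 active means GTP binding activity at least 20% away from the 100% baseline, either lowered as inhibitor or raised as activator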;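 further: 0% = unlabeled GTP competition control and 100% = no-compound control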
Target sequence (P01112 whole entry, looked up): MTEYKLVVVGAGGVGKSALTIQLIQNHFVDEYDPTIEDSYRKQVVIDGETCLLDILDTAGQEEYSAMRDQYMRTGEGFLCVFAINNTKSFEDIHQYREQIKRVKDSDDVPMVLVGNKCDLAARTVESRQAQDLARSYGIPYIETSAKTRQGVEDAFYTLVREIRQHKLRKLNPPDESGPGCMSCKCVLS
ABCG2 inh – ABCG2 efflux pump inhibitors, primary screen, multiplex with ABCB1, IgMXP3 cells, flow cytometry | Broad substrate specificity ATP-binding cassette transporter ABCG2 (Homo sapiens), Q9UNQ0 | AID 1325, 2008 | inhibition, % at 6.6 µM | actives 0.1% (n = 190,000) | JC-1 efflux;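 active means inhibition above 80%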;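 further: 0% = DMSO and 100% = nicardipine control wells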
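material = IgMXP3 (ABCG2) plus far-red-tagged CCRF-Adr (ABCB1) cells | amount = 3 million cells/mL, equal mix of both lines | also added = JC-1 transporter substrate | dosing = one concentration, 6.6 µM final | schedule = 10 min at 25 °C | measured by = flow cytometric JC-1 green MFI at 530 nm | read-out basis = percent efflux inhibition, scaled nicardipine 100% to DMSO 0%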
Rab2A wt mod – modulators of GTP binding to Rab2A wildtype, primary screen, biochemical, dog, bead-based flow cytometry, multiplex | Ras-related protein Rab-2A (Canis lupus familiaris), P61105 | GTP binding activity, % at 10 µM | GST-Rab2 wt beads, Bodipy-GTP binding | actives 0.19% (n = 190,000);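 active means GTP binding activity at least 20 points away from 100%, either lowered or raised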;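 further: 0% = beads with excess unlabeled GTP and 100% = no-compound control corrected for plate trend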
Rac1 wt GTP bind – wildtype Rac1 GTP binding modulators, primary screen, biochemical, GST-Rac1 beads, flow cytometry, multiplex. fluorescent GTP binding; actives lie on both sides; 0 = cold GTP competed, 100 = untreated. GTP binding activity (% of control), % at 10 µM. actives 0.27% (n = 190,000);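 active means GTP binding activity at least 20 points away from the 100% control level, either lower or higher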
Mcl1 Noxa PPI – Mcl-1/Noxa binding inhibitors, primary screen, biochemical, TR-FRET, 1536-well | AID 1022, 2008 | inhibition, % at 21.7 µM | actives 1.5% (n = 220,000) | TR-FRET Mcl-1/Noxa peptide binding, 2 h | Induced myeloid leukemia cell differentiation protein Mcl-1 (Homo sapiens), Q07820;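 active means compounds that cut the protein-peptide binding signal by more than 50% relative to plate controls in a single-dose test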;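 further: His-tagged Mcl-1 with rhodamine Noxa BH3 peptide and terbium anti-His antibody; 0% = Mcl-1 plus Noxa peptide wells and 100% = peptide-only wells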
Target sequence (Q07820 whole entry, looked up): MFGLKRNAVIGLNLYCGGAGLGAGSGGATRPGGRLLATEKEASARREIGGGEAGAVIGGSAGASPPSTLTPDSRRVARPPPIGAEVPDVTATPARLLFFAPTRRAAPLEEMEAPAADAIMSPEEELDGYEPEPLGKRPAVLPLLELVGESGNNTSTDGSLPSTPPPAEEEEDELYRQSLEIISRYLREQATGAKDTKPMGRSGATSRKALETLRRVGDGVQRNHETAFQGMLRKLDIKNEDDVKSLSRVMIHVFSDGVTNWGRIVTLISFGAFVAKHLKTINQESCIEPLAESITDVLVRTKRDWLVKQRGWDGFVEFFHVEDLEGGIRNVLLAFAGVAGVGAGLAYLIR
* marks the source's active call; other numbers are inactive results; / = not tested or not shown.

SMILES	Rab7 wt modul	Rac1 mut GTP	Avidin bead fluor	ABCB1 inh	Pf gametocyte	Cdc42 wt	HRas wt GTP	ABCG2 inh	Rab2A wt mod	Rac1 wt GTP bind	Mcl1 Noxa PPI
CCCn1c(SCC(=O)Nc2ccccc2N2CCOCC2)nc2c1c(=O)n(C)c(=O)n2C	98	94	23	2.5	4	97	98	5	96	100	-2
CCn1c(Cc2ccc(OC)cc2)nnc1SCc1nc2ccccc2c(=O)[nH]1	109	96	26	0.5	-22	95	100	3	99	99	5
Cc1ccc2c(CNCc3ccco3)cc(=O)oc2c1	97	96	/	0.6	/	101	101	2	96	102	7
CCOC(=O)C(NC(=O)Nc1ccc(O)cc1)(c1ccccc1)C(F)(F)F (stereo unspecified)	98	100	9	0.9	-1	97	102	16	99	103	10
COC(=O)c1sccc1NC(=O)CSc1ccc(Cl)cc1	99	99	16	0.5	-11	98	99	2	98	97	-9
CCN(CC)Cc1c(O)c(Cl)cc2c(C)cc(=O)oc12	97	95	9	2.7	/	94	96	0	94	92	15
CC(=O)NC(c1ccccc1)c1cc([N+](=O)[O-])c2cccnc2c1O (stereo unspecified)	100	92	11	0.5	4	94	93	0	95	97	-37
Cc1nn(CCOc2ccccc2)c(=O)n1-c1ccccc1F	97	96	40	0.8	15	102	100	2	96	98	2
Nc1nc(NCC2CCCO2)nc(Nc2ccccc2)c1[N+](=O)[O-] (stereo unspecified)	102	103	1	2.4	-6	103	103	26	101	109	0
Cc1nc(CS(=O)(=O)c2ccccc2)cc(Sc2ccc(Cl)cc2Cl)n1	98	96	5	0.7	2	99	97	1	97	100	-2
Cn1c(Cn2c(=O)sc3ccccc32)nnc1SCC(=O)Nc1cccc(Cl)c1	101	102	25	0.6	/	105	101	2	100	104	5
O=C(CSc1nn(-c2ccc(Cl)cc2)c(=S)s1)N1CCN(C(=O)c2ccco2)CC1	98	96	24	1.3	/	102	100	5	99	99	13
Cc1nc(-c2ccc(NS(C)(=O)=O)cc2)cs1	96	94	8	0.1	-4	96	95	7	98	98	-10
Clc1ccc(/C=C/c2nc3ccccc3[nH]2)c(Cl)c1	102	98	9	0.1	2	97	99	1	97	96	11
O=C(c1cc(N2CCCCC2)nc2ccccc12)N1CCOCC1	101	98	4	0.5	/	100	101	1	98	100	-3

Part of the list above, as labelled records:
> CCCn1c(SCC(=O)Nc2ccccc2N2CCOCC2)nc2c1c(=O)n(C)c(=O)n2C
  Rab7 wt modul: 98 | Rac1 mut GTP: 94 | Avidin bead fluor: 23 | ABCB1 inh: 2.5 | Pf gametocyte: 4 | Cdc42 wt: 97 | HRas wt GTP: 98 | ABCG2 inh: 5 | Rab2A wt mod: 96 | Rac1 wt GTP bind: 100 | Mcl1 Noxa PPI: -2
> Clc1ccc(/C=C/c2nc3ccccc3[nH]2)c(Cl)c1
  Rab7 wt modul: 102 | Rac1 mut GTP: 98 | Avidin bead fluor: 9 | ABCB1 inh: 0.1 | Pf gametocyte: 2 | Cdc42 wt: 97 | HRas wt GTP: 99 | ABCG2 inh: 1 | Rab2A wt mod: 97 | Rac1 wt GTP bind: 96 | Mcl1 Noxa PPI: 11
> Cn1c(Cn2c(=O)sc3ccccc32)nnc1SCC(=O)Nc1cccc(Cl)c1
  Rab7 wt modul: 101 | Rac1 mut GTP: 102 | Avidin bead fluor: 25 | ABCB1 inh: 0.6 | Pf gametocyte: / | Cdc42 wt: 105 | HRas wt GTP: 101 | ABCG2 inh: 2 | Rab2A wt mod: 100 | Rac1 wt GTP bind: 104 | Mcl1 Noxa PPI: 5

More compounds:
SMILES	Rab7 wt modul	Rac1 mut GTP	Avidin bead fluor	ABCB1 inh	Pf gametocyte	Cdc42 wt	HRas wt GTP	ABCG2 inh	Rab2A wt mod	Rac1 wt GTP bind	Mcl1 Noxa PPI
Cc1ccc(NC(=O)CSc2nnc(-c3cccs3)o2)cc1S(=O)(=O)N(C)C	101	92	12	-0.1	/	90	92	7	92	90	1
O=C(COC(=O)CCC(=O)c1cccs1)NC(=O)c1ccc(OC(F)F)cc1	103	96	10	0.7	14	98	98	3	100	97	5
CC(=O)Nc1c(Cl)n(C(C)=O)c2ccccc12	98	100	16	-0.3	-16	104	101	2	101	103	-1
O=C(Nc1ccc(Br)cc1)c1ccc(Br)c(S(=O)(=O)Nc2cccnc2)c1	92	91	14	-0.6	22	91	91	-4	90	85	20
OCCC1CN(Cc2nc3ccccc3s2)CCN1CCc1ccccc1 (stereo unspecified)	99	101	14	0.7	-11	97	97	1	97	103	10
O=C(C1=C[C@H](c2ccc(C(F)(F)F)cc2)C[C@H](OCCCCO)O1)N1CCN(Cc2ccccc2)CC1	96	96	7	4.9	/	97	97	12	95	96	-9
COc1ccc([N+](=O)[O-])cc1NC(=O)CCSCCc1ccccn1	97	97	5	0.5	-31	94	96	2	97	96	9
Cc1ccc(NC(=S)N(C)N)cc1Cl	95	96	9	-0.1	-15	96	95	-5	94	95	3
COC(Cn1c(C)c(C(C)=O)c(C(C)=O)c1C)OC	97	98	11	0.3	/	100	98	4	99	101	-16
O=C1Nc2ccccc2C1(O)C/C(=N/O)c1ccccc1 (stereo unspecified)	95	96	21	0.3	-3	95	95	1	96	98	-3
CN(C(=O)c1cccc(C#N)c1)c1nnc(-c2ccncc2)s1	100	97	7	0.3	/	102	99	2	101	104	-1
COCCNC(=O)c1ccc(-n2c(SCc3ccncc3)nc3ccccc3c2=O)cc1	98	96	12	1.4	9	97	99	5	95	100	3
CC(=O)OC1=Cc2c(ccc3ccc(=O)oc23)OC1(C)C	91	93	1	0.5	-11	94	93	5	91	94	-7
COc1cc(NC(=O)C23CC4CC(C2)CC(n2nnc(C)n2)(C4)C3)c(OC)cc1Cl	96	96	3	1.3	/	97	97	5	96	97	9
Cc1coc(NC(=O)CSc2nc(-c3ccncc3)cc(C(F)(F)F)c2C#N)n1	98	100	11	0.7	/	103	102	3	101	104	-12
COc1ccc(NC(=O)/C(=C/c2ccc(OC(C)=O)c(OC)c2)NC(C)=O)cc1	102	96	14	0.4	-22	102	103	1	99	100	3
COc1ccc(NC(=O)CC2C(=O)N(c3ccc(Cl)cc3)C(=S)N2CCc2ccncc2)cc1 (stereo unspecified)	102	100	8	0.1	/	101	99	2	100	108	0
CC(C)OC(=O)c1cc2c(ccn2C)n1CC(=O)N(Cc1ccccc1)c1ccccc1	96	99	3	4.8	-14	100	100	14	99	100	12
O=C(c1cccs1)N1CCN=C1SCc1ccccc1F	102	95	26	0.2	0	95	97	2	97	96	-10
CCOC(=O)CN(c1cc([N+](=O)[O-])ccc1OC)S(C)(=O)=O	94	97	11	1.4	/	99	95	6	95	94	13
O=C(Nc1ccc(F)cc1F)N1CCN(C/C=C/c2ccccc2)CC1	99	100	18	0.6	/	103	100	2	97	107	22
COc1ccc(C(=O)CSc2nc3[nH]ncc3c(=O)[nH]2)cc1	100	93	7	-0.7	-11	93	94	-1	93	93	19
CCC(=O)Nc1c2c(nn1-c1ccc(OC)cc1)CS(=O)C2 (stereo unspecified)	101	101	8	0.3	/	109	102	1	105	111	17
COc1ccc(CNC(=S)Nc2cc(OC)ccc2OC)cc1	97	104	2	0.1	-1	103	105	1	103	103	2
Cc1ccnc(NC(=O)c2ccc([N+](=O)[O-])o2)c1	102	97	-1	0.2	/	96	97	7	100	99	4
COC(=O)c1sc2nc(CN3CCN(c4ccc(OC)cc4)CC3)[nH]c(=O)c2c1C	98	100	10	-0.6	14	99	97	-2	95	98	2
Cc1cc(=O)n2[nH]cc(C(=O)O)c2n1	93	99	7	1.1	/	104	100	1	100	105	37
Cn1nccc1C(=O)N1CCCC(C(=O)c2cccc3ccccc23)C1 (stereo unspecified)	96	98	11	1.2	5	97	98	4	97	102	-4
O=C(NCC1CCCO1)c1cc(C(=O)c2ccc(Cl)cc2Cl)c[nH]1 (stereo unspecified)	104	99	9	1.4	/	96	99	5	102	101	9
COc1ccc(NC(=O)/C=C/c2cc(Br)ccc2OC)cc1	104	100	13	-0.2	/	99	103	0	101	101	12
CCOC(=O)NC(=O)CN1C(=O)NC(C)(c2ccccc2)C1=O (stereo unspecified)	97	99	11	0.3	/	100	100	1	99	106	-3
Cn1c(Cn2c(=O)sc3ccccc32)nnc1SCC(=O)Nc1cccc(F)c1	101	101	21	0.1	/	100	100	0	100	103	-6
CC1c2c([nH]c3ccccc23)CCC1C(=O)O (stereo unspecified)	96	102	15	0.4	13	100	100	3	100	103	21
COC(=O)Cc1c(C)nc2nc(-c3ccco3)[nH]n2c1=O	104	98	32	0.3	-14	107	102	5	102	105	-9
CC1(C)C2CC=C(/C=N/NC(=O)c3ccc(O)cc3)C1C2 (stereo unspecified)	98	96	12	0.6	3	100	97	12	96	102	-6
COc1ccc(-c2cc(C(F)F)n3ncc(C(=O)N4CCN(C)CC4)c3n2)cc1	99	98	22	-0.2	/	99	101	8	100	102	1
O=C(CCC(=O)Nc1ccccc1Cl)N/N=C/c1ccccc1	99	99	1	0.9	-15	101	99	1	99	105	-9

3 entries drawn at random from those above, as already listed:
SMILES	Rab7 wt modul	Rac1 mut GTP	Avidin bead fluor	ABCB1 inh	Pf gametocyte	Cdc42 wt	HRas wt GTP	ABCG2 inh	Rab2A wt mod	Rac1 wt GTP bind	Mcl1 Noxa PPI
COC(=O)Cc1c(C)nc2nc(-c3ccco3)[nH]n2c1=O	104	98	32	0.3	-14	107	102	5	102	105	-9
CC1c2c([nH]c3ccccc23)CCC1C(=O)O (stereo unspecified)	96	102	15	0.4	13	100	100	3	100	103	21
COc1ccc(-c2cc(C(F)F)n3ncc(C(=O)N4CCN(C)CC4)c3n2)cc1	99	98	22	-0.2	/	99	101	8	100	102	1
